HePTP inhibitor: inhibitors of human HePTP phosphatase, primary screen, biochemical, absorbance, leukemia target; inhibition, % at 20 µM; recombinant HePTP phosphatase activity, OD absorbance; Tyrosine-protein phosphatase non-receptor type 7 (Homo sapiens), P35236; AID 521, 2006; hit rate 0.64% among 110,000; in the data active = inhibition above about 50%;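 also: plate controls were vehicle for no effect and reference inhibitor for full effect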
Target sequence (P35236 whole entry, looked up): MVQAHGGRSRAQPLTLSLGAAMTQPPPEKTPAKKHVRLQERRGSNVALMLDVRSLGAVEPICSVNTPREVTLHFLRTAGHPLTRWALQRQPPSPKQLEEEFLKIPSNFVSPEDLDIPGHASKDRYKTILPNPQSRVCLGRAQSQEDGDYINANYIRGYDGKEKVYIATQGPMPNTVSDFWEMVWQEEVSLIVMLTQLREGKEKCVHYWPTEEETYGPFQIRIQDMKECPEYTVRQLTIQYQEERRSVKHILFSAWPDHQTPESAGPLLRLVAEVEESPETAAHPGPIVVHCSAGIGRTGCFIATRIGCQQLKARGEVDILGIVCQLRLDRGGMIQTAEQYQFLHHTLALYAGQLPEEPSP
BAP1 inh: inhibitors of BAP1 deubiquitinase, primary screen, biochemical, Ub-AMC fluorescence, kinetic | Ubiquitin carboxyl-terminal hydrolase BAP1 (Homo sapiens), Q92560 | recombinant BAP1, Ub-AMC hydrolysis fluorescence kinetic; active compounds read low | activity remaining (% of control), % at 20 µM | hit rate 0.48% among 72,000;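 active = activity remaining at or below 50% of control, provided the compound also passes the data quality filters; inactive = the rest, including low values that fail the filters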;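 also: 100% = DMSO wells rate and 0% = substrate alone blank rate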
Target sequence (Q92560 whole entry, looked up): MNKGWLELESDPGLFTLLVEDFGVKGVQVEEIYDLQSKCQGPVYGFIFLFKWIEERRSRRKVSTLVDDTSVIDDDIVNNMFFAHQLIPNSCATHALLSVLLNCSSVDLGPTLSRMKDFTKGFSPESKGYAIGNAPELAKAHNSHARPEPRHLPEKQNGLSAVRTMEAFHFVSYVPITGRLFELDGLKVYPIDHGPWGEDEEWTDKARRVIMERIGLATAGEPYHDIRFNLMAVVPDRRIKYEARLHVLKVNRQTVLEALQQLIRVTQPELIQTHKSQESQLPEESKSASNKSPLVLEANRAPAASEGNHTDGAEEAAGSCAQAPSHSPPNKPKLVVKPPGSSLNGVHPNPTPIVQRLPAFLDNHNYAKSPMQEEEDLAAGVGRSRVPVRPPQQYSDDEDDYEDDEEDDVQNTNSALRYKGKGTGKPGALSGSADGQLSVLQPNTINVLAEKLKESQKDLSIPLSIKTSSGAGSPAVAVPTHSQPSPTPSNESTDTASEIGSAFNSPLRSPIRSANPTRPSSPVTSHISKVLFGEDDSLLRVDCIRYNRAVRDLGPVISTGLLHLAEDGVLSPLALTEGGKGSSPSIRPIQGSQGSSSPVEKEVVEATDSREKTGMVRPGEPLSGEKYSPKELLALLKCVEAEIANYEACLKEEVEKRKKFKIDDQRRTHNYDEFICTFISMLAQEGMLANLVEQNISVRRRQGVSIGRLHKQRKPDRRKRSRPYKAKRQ
Starred values were filed as active, the others as inactive; / = no result given; & = joins results of further samples.

The opening 19 records, ahead of the listing:
HePTP inhibitor	BAP1 inh	SMILES
5	89	COc1ccc(C2CC(=O)c3cnc(N)nc3C2)c(OC)c1 (centres undefined)
-5	/	CCOC(=O)N1CCN(S(=O)(=O)c2ccc(F)c(C(=O)Nc3cc(C)cc(C)c3)c2)CC1
2	102	O=C(COC(=O)c1n[nH]c2ccccc12)NC(=O)NC1CCCCC1
0	65	O=C1CC(N2CCC(c3nc4ccccc4o3)CC2)C(=O)N1c1ccc(Cl)c(C(F)(F)F)c1 (centres undefined)
-5	/	CCOc1ccc(C2(Cc3ccccc3)C(=O)c3ccccc3C2=O)cc1
3	76	CCCc1cc(=O)[nH]c(/N=C(\N)Nc2ccccc2)n1
-8	100	O=C(CSc1nnc(CNC(=O)c2ccco2)o1)c1ccc(Cl)cc1
3	82	O=C(Nc1nnc(-c2ccc(Cl)s2)o1)C1CCCCC1
1	80	CCc1noc(C)c1C(=O)Nc1ncc(C)s1
4	98	COc1ccc(CNC(=O)CCc2c(C)nc3ncnn3c2C)cc1
7	76	CN1CCN(C(=O)c2cnn(-c3ccccc3)c2NC(=O)c2ccccc2F)CC1
/	100	COc1ccccc1N1CCN(S(=O)(=O)c2cnc[nH]2)CC1
1	77	COc1ccc(OCCC(=O)N2CCCCC2)cc1
3	97	COc1ccc(-c2cc(C(F)(F)F)n3ncc(C(=O)O)c3n2)cc1OC
3	97	Cc1ccc2c(c1)CN1CN2Cc2cc(C)ccc21
7	/	Cc1ccc(-c2nc3ncccc3o2)cc1NC(=O)/C=C/c1ccco1
-6	51	Cc1ccc(-c2nn3c(-c4cccc(Cl)c4)nnc3s2)cc1
-14	/	Cc1cc(Cl)c(OCCN2CCCCC2)c(Cl)c1
10	/	COc1ccc(CN2CCN(Cc3cccc([N+](=O)[O-])c3)CC2)c2ccccc12

All compounds of this part (from the top)
HePTP inhibitor	BAP1 inh	SMILES
5	89	COc1ccc(C2CC(=O)c3cnc(N)nc3C2)c(OC)c1 (centres undefined)
-5	/	CCOC(=O)N1CCN(S(=O)(=O)c2ccc(F)c(C(=O)Nc3cc(C)cc(C)c3)c2)CC1
2	102	O=C(COC(=O)c1n[nH]c2ccccc12)NC(=O)NC1CCCCC1
0	65	O=C1CC(N2CCC(c3nc4ccccc4o3)CC2)C(=O)N1c1ccc(Cl)c(C(F)(F)F)c1 (centres undefined)
-5	/	CCOc1ccc(C2(Cc3ccccc3)C(=O)c3ccccc3C2=O)cc1
3	76	CCCc1cc(=O)[nH]c(/N=C(\N)Nc2ccccc2)n1
-8	100	O=C(CSc1nnc(CNC(=O)c2ccco2)o1)c1ccc(Cl)cc1
3	82	O=C(Nc1nnc(-c2ccc(Cl)s2)o1)C1CCCCC1

Single values from above:
For HePTP inhibitor, `CCCc1cc(=O)[nH]c(/N=C(\N)Nc2ccccc2)n1` has 3
For BAP1 inh, `O=C(CSc1nnc(CNC(=O)c2ccco2)o1)c1ccc(Cl)cc1` has 100

Continued.
HePTP inhibitor	BAP1 inh	SMILES
1	80	CCc1noc(C)c1C(=O)Nc1ncc(C)s1
4	98	COc1ccc(CNC(=O)CCc2c(C)nc3ncnn3c2C)cc1
7	76	CN1CCN(C(=O)c2cnn(-c3ccccc3)c2NC(=O)c2ccccc2F)CC1
/	100	COc1ccccc1N1CCN(S(=O)(=O)c2cnc[nH]2)CC1
1	77	COc1ccc(OCCC(=O)N2CCCCC2)cc1
3	97	COc1ccc(-c2cc(C(F)(F)F)n3ncc(C(=O)O)c3n2)cc1OC
3	97	Cc1ccc2c(c1)CN1CN2Cc2cc(C)ccc21
7	/	Cc1ccc(-c2nc3ncccc3o2)cc1NC(=O)/C=C/c1ccco1
-6	51	Cc1ccc(-c2nn3c(-c4cccc(Cl)c4)nnc3s2)cc1
-14	/	Cc1cc(Cl)c(OCCN2CCCCC2)c(Cl)c1
10	/	COc1ccc(CN2CCN(Cc3cccc([N+](=O)[O-])c3)CC2)c2ccccc12
0	239	CCOc1ccc2nc(NCCNC(=O)C(C)C)c(C)cc2c1
9	/	C/C(=N\OCC(=O)N/N=C/c1cc(Cl)cc(Cl)c1O)c1cccs1
6	57	CCOC(=O)c1[nH]c2ccc(OCC)cc2c1NC(=O)CN1CCN(c2ccccn2)CC1
-2	/	COc1cccc(OCCCCOc2ncnc3ccccc23)c1
5	/	CCNC(=S)N(CCc1ccccc1)C1CC(=O)N(c2ccc(F)cc2)C1=O (centres undefined)
/	68	O=C(Nc1c2c(nn1-c1ccccc1)CSC2)c1ccc(S(=O)(=O)N2CCCCC2)cc1
1	/	Nc1ccc(O)c(-c2nc3cc(N)ccc3s2)c1
6	/	Cc1cc(C)c2nc3s/c(=C/c4cc([N+](=O)[O-])ccc4Cl)c(=O)n3c2c1
2	74	COc1cccc(C(=O)CSc2nnc(CNc3nc(-c4ccccc4)cs3)n2C)c1
4	/	COc1ccc(C(=O)Nc2nc(C)cs2)cc1
-16	/	CCCCCCCCS(=O)c1sc2nc3c(cc2c1N)CCCC3 (centres undefined)
-1	98	CCN(CC)c1ccc(NC(=O)c2c(OC)cccc2OC)c(C)c1
1	/	Cc1ccccc1OCC(=O)O/N=C(\N)Cc1ccc(Cl)cc1Cl
/	79	COc1cccc(C2CC(c3c(F)cccc3Cl)n3nc(N)nc3N2)c1 (centres undefined)
-20	/	O=C(O)/C=C/C(=O)NNc1ccccc1[N+](=O)[O-]
3	/	NS(=O)(=O)c1cccc(NC(=O)COc2ccccc2[N+](=O)[O-])c1
4	/	Fc1ccccc1-n1nnnc1SCc1cc2c(cc1Cl)OCO2
5	98	Cc1ccc(-c2ccc(=O)n(CCC(=O)NCc3ccccn3)n2)cc1
-5	/	Cc1ccc(C)c(N(CC(=O)O)S(=O)(=O)c2ccccc2)c1
10	92	CC(=O)Nc1cnc(NC(=O)c2cccc(F)c2)cc1C
-11	/	COc1ccc2oc(-c3cccc(Br)c3)cc(=O)c2c1
-6	/	Cc1ccc2nsnc2c1NC(=O)c1cccc(Cl)c1
/	74	CCCNC(=O)c1nn2c(c1Br)NC(c1cccs1)CC2C(F)(F)F (centres undefined)
-4	94	COc1cc(NC(=O)C2CCN(S(=O)(=O)c3cccnc3)CC2)cc(OC)c1OC
3	/	O=C(CC1Sc2ccccc2NC1=O)Nc1cccc(Cl)c1 (centres undefined)
9	/	O=C(Nc1ccccc1Cl)N1CCN(Cc2ccc3c(c2)OCO3)CC1
-8	124	COc1ccc(C2CC(=O)C3=C(C2)Nc2ncnn2C3c2ccccc2)cc1 (centres undefined)
-11	/	CCN(CC)S(=O)(=O)c1ccc(NS(=O)(=O)c2ccc(NC(C)=O)cc2)cc1
6	/	O=[N+]([O-])c1ccc(C(O)CN2CCN(C/C=C/c3ccccc3)CC2)cc1 (centres undefined)
/	92	CCn1c(CNC(=O)c2ccc(OC)c(OC)c2)nnc1SCC(=O)Nc1ccccc1
5	/	COC(=O)c1c(-c2ccc(Cl)cc2)csc1NC(=O)CCCC(=O)O
11	103	COc1ccc(-c2nc(CS(=O)CC(=O)NCc3cccnc3)c(C)o2)cc1OC (centres undefined)
-5	106	COc1ccc(C)c2sc(=NC(=O)C(C)C)n(C)c12
4	/	O=C(COc1ccc(Cl)cc1Cl)N1CCN(c2cccc(Cl)c2)CC1
-1	/	CCC(C(=O)Nc1cccc(C)c1)c1ccccc1 (centres undefined)
4	97	Cn1c(=O)cc(OCC(=O)NCCCN2CCN(Cc3ccccc3)CC2)c2ccccc21
8	/	CC(C)COc1ccc(C(=O)NC(C)C2COc3ccccc3O2)cc1 (centres undefined)
6	131	Cc1cccc(N2CCN(C(=O)CSCc3c(C)noc3C)CC2)c1C
9	/	CCC(C)Sc1nc2c(c(=O)[nH]c(=O)n2C)n1C (centres undefined)
/	78	Cc1c(NC(=O)c2ccccc2I)cccc1-c1nc2ncccc2o1
7	73	COc1ccccc1NC(=O)C1=C(C)NC2=C(C(=O)CCC2)C1c1ccc2c(c1)OCO2 (centres undefined)
-12	86	O=C(O)CCC(=O)c1c[nH]c2ccccc12
-7	93	CCN(CC)CCNC(=O)c1sc2nc(-c3ccccc3)cn2c1C
9	98	CCOC(=O)c1cc2occc2n1CC(=O)N1CCCc2ccccc21
3	106	CCOC(=O)CCc1cccc2c1CCC2=O

The listing continues:
HePTP inhibitor	BAP1 inh	SMILES
2	62	CCOC(=O)CSc1nc2ccc(N)cc2s1
6	93	CCN(CC)S(=O)(=O)c1ccc2oc(C(=O)O)c(C)c2c1
-2	/	CC1(C)Cc2ccccc2-c2nc(NCCO)n(-c3ccccc3)c(=O)c21
0	102	Cc1cc(C)cc(CC2CC(=O)N(c3cc(C)on3)C2=O)c1 (centres undefined)
-2	96	CCCCn1c(Cc2ccccc2)n[nH]c1=S
6	/	CCOc1ccc(C(=O)OCC(=O)Nc2nc(OC)cc(OC)n2)cc1OCC
-6	99	CCC1CCCCN1Cc1nc2c(c(=O)n(C)c(=O)n2C)n1CC(C)C (centres undefined)
6	173	CCOC(=O)C1CCN(C(=O)CN(c2ccc3c(c2)OCO3)S(C)(=O)=O)CC1
0	88	COc1ccc(C(CNC(=O)c2ccc(OCC3CCCO3)cc2)N2CCOCC2)cc1 (centres undefined)
9	/	CCCCOc1ccc(C(=O)Nc2cccc(OC)c2)cc1
-3	91	O=C(NCc1ccc2c(c1)OCO2)c1ccc(-n2cnnn2)cc1
/	83	c1ccc([C@H]2CN3CCSC3=N2)cc1
2	/	COc1ccc(/C=C2\SC(N3CCC(C)CC3)=NC2=O)c(OC)c1
-8	/	Cc1cc(-c2ccc(/C=c3\sc4nc5ccccc5n4c3=O)o2)c(C)c([N+](=O)[O-])c1
3	/	O=C(O)CN1C(c2ccccc2O)Nc2ccc(Br)cc2C1c1ccccc1 (centres undefined)
9	114	N/C(=N\c1nc2ccccc2o1)NC(=O)c1ccccc1NC(=O)c1ccccc1
4	100	CCOCCCNC(=O)C1CCCN(S(=O)(=O)CC)C1 (centres undefined)
-27	/	CC(/C=C/c1ccc(Br)cc1)=C\C(=O)O
/	83	O=C(CCc1nc(-c2ccc(Cl)cc2)no1)OCc1ccc(Br)cc1
-10	/	C=CCN1C(=O)/C(=C\c2ccc(C(=O)OC)cc2)SC1=S
9	84	CC(C)Sc1nc(-c2cccs2)nc2c1c(=O)n(C)c(=O)n2C
-3	/	COC(=O)c1sc2nccc(N(C)C)c2c1N
2	85	CCOC(=O)C1CCN(C(=O)Cc2c(C(=O)O)n(C)c3ccccc23)CC1
11	126	COc1ccc2[nH]c(=O)c(CN(Cc3nnnn3CCc3ccccc3)CC3CCCO3)cc2c1 (centres undefined)
/	54	CC1Sc2sc(=S)sc2SC(C)C1=O (centres undefined)
-8	/	COc1cc(/C=C2\C(=O)NC(=S)N(c3ccccc3)C2=O)c([N+](=O)[O-])cc1OC
34	/	COc1ccc(/C=C2\C(=O)N(c3ccc(S(N)(=O)=O)cc3)N=C2C)cc1Br
4	/	COc1ccc(/C=C(/NC(=O)c2ccccc2Br)C(=O)NC(Cc2ccccc2)C(=O)O)c(OC)c1 (centres undefined)
/	106	Cc1ccc(NC(=O)Cn2nnc(-c3ccccc3)n2)c(C)c1
5	105	CCCn1cc2c(c1-c1cccc(C)c1)c(=O)n(C)c(=O)n2C
6	66	CN(c1ccccc1C(=O)Nc1ccc2c(c1)OCCO2)S(C)(=O)=O
40	/	CC1=NN(c2ccc(S(N)(=O)=O)cc2)C(=O)/C1=C\c1ccc(O)c([N+](=O)[O-])c1
4	164	O=S(=O)(Nc1ccccn1)c1ccc(C2CCCCC2)cc1
2	/	COCCCNC(=O)c1cn(C)c(=O)c2cc(OC)c(OC)cc12
/	96	CC(C)NC(=O)c1cnn2c1NC(c1cccs1)CC2C(F)(F)F (centres undefined)
2	97	CCOc1cccc(C(=O)NC2CCCCC2)c1
-12	/	O=C(NC1CCCCC1Cc1ccco1)c1cccc2ccccc12 (centres undefined)
-10	/	COc1ccc(/C=C2\C(=O)NC(=O)N(c3ccc(Br)cc3)C2=O)c(C)c1
8	/	O=C1NN(c2ccc(Cl)cc2)C(=O)/C1=C\c1ccc(F)cc1
-7&8	96	COc1ccc(OC)c(S(=O)(=O)NCC2CCCO2)c1 (centres undefined)
-16	/	O=C(Nc1ccccc1C(F)(F)F)c1cccc(OCc2ccccc2)c1
-14	/	COC(=O)C1C(O)=C(C=NCc2ccccc2)C(=O)CC1(C)C (centres undefined)
1	83	CCN(CC)S(=O)(=O)c1cccc(-c2nnc(SCC(=O)c3ccc(Cl)s3)n2C)c1
7&4	109	CCOC(=O)c1c(N=CN(C)C)c(C#N)n2c1CCC2
4	/	CCOc1ccc(-c2c(C#N)c(N)nc3sc(C#N)c(N)c23)cc1
-10	/	CCOc1ccc(C2C(C(=O)OC)=CNC=C2C(=O)OC)cc1
-1	/	COc1cc(C(=O)Nc2cc(Cl)cc(Cl)c2)cc(OC)c1OC
-7	98	CCP(=O)(CC)c1cccc(N)c1
-4	102	CC1CCN(CCCNC(=O)c2cc3c(=O)n(C)c4ccccc4c3n2C)CC1
4	/	Cn1c(=O)n(CCOc2ccc(F)cc2)c2ccccc21
10	/	CCOc1cc(C=O)cc(I)c1OC(C)C
10	50&89	CC(C)(C)NCC(O)c1cc(O)cc(O)c1 (centres undefined)
4	/	CCN(CC)C(=O)c1sc(NC(=O)c2ccc(OC)cc2OC)c(C(=O)OC(C)C)c1C
1	96	O=C(CSc1nnc(Cc2ccccc2)o1)N1CCc2ccccc21
-7	/	COC(=O)/C(=C/C(=O)c1ccc(C)cc1)Nc1c(C)n(C)n(-c2ccccc2)c1=O
2	/	O=C(CSc1nnc(-c2ccccn2)n1Cc1ccco1)c1ccc(Cl)cc1
-9	/	CC(=O)Nc1ccc(S(=O)(=O)Nc2cccc(-c3nc4ccccc4[nH]3)c2)cc1

Outcome played no part in choosing rows; any-hit rate near 0.7%.
